Bioassay records as filed in PubChem.
RNase H inhibition: RNase H inhibition, HIV 1 Gag Pol polyprotein, FRET biochemical assay, screening (AID 372); 100,000 compounds, 0.77% hits; HIV-1 RT RNase H, FRET RNA/DNA substrate fluorescence; higher % means a stronger effect; inhibition, % at 10 µM, or IC50 in µM where a hit was titrated; in the data active = inhibition above about 50%
* = called active by the depositor. Only part of the results is shown; rates above refer to the full screens.

SMILES	RNase H inhibition
COCC(C)NS(=O)(=O)c1c(C(C)C)cc(C(C)C)cc1C(C)C (configuration not stated)	23%
CCOC(=O)c1ccc(N2NC(=O)/C(=C/c3cc(Cl)cc(Br)c3O)C2=O)cc1	13%
COc1ccc(N=Cc2c(O)n(-c3ccccc3OC)c(=O)[nH]c2=O)cc1	2%
N#C/C(=C\c1cccc(Oc2ccccc2)c1)c1nc2ccccc2c(=O)[nH]1	4%
CCOc1cccc(C2NC(=O)NC(C)=C2C(=O)OC2CCCCCC2)c1 (configuration not stated)	27%
C=CCOC(=O)C1=C(C)NC(=O)NC1c1ccc(OCC)c(OC)c1 (configuration not stated)	2%
Clc1ccc(NC(=C(c2ccccc2)c2ccccc2)n2nnc3ccccc32)cc1	14%
Cc1ccc2nc(-c3ccc(C)c(NC(=O)c4ccc5ccccc5c4)c3)oc2c1	19%
O=C(c1ccc(Cl)c(Cl)c1)N1CCN(C(c2ccccc2)c2ccccc2)CC1	13%
COc1cc(NC(=O)Cc2ccc(Cl)cc2)c(OC)cc1Cl	12%
O=c1cc(-c2ccc(Br)cc2)nc(-c2ccc(Cl)cc2Cl)o1	6%
CCC1CCC(=O)C(C2(O)C(=O)Nc3ccccc32)C1 (configuration not stated)	5%
COc1ccc(CC(=O)N2CCc3cc(OC)c(OC)cc3C2c2cccc([N+](=O)[O-])c2)cc1OC (configuration not stated)	16%
Cc1ccc(-c2nc3cc(Cl)ccc3o2)cc1NC(=S)NC(=O)c1ccco1	17%
O=C1CC(NCc2ccc3c(c2)OCO3)C(=O)N1c1ccc(Cl)cc1 (configuration not stated)	8%
O=C(CCNc1n[nH]c(=O)[nH]c1=O)OCc1ccccc1	8%
O=C1NN(c2ccccc2)C(=O)/C1=C/c1ccco1	4%
N/C(=N\OC(=O)c1ccc(Br)cc1)c1ccccc1	28%
Cc1cc(C=C2C(=O)N(C)C(=O)N(C)C2=O)c(C)n1-c1ccc(Cl)c(C(=O)O)c1	4%
Cc1ccc(Cn2c(NC(=O)c3ccc(Cl)cc3)nc3ccccc32)cc1	43%
c1cc2cn[nH]c2cc1NC1CCCCCC1	13%
COc1ccc(/C=C2\SC(=S)N(CC(=O)Nc3ncc(Cc4cccc([N+](=O)[O-])c4)s3)C2=O)cc1OC	6%
COC(=O)c1sc(NC(=O)c2cc([N+](=O)[O-])ccc2Cl)c(C(=O)OC)c1C	2%
Cc1cc(OCC(=O)N2CCCCC2)ccc1Br	5%
CCOc1ccc(C(=O)Nc2cccc(-c3nc4ncccc4o3)c2C)cc1[N+](=O)[O-]	4%

Part of the list above in order of length of the SMILES, highest first.
SMILES	RNase H inhibition
COc1ccc(/C=C2\SC(=S)N(CC(=O)Nc3ncc(Cc4cccc([N+](=O)[O-])c4)s3)C2=O)cc1OC	6%
COc1ccc(CC(=O)N2CCc3cc(OC)c(OC)cc3C2c2cccc([N+](=O)[O-])c2)cc1OC (configuration not stated)	16%
Cc1cc(C=C2C(=O)N(C)C(=O)N(C)C2=O)c(C)n1-c1ccc(Cl)c(C(=O)O)c1	4%
COC(=O)c1sc(NC(=O)c2cc([N+](=O)[O-])ccc2Cl)c(C(=O)OC)c1C	2%
CCOC(=O)c1ccc(N2NC(=O)/C(=C/c3cc(Cl)cc(Br)c3O)C2=O)cc1	13%
N#C/C(=C\c1cccc(Oc2ccccc2)c1)c1nc2ccccc2c(=O)[nH]1	4%
Clc1ccc(NC(=C(c2ccccc2)c2ccccc2)n2nnc3ccccc32)cc1	14%
COc1ccc(N=Cc2c(O)n(-c3ccccc3OC)c(=O)[nH]c2=O)cc1	2%
Cc1ccc(Cn2c(NC(=O)c3ccc(Cl)cc3)nc3ccccc32)cc1	43%
COCC(C)NS(=O)(=O)c1c(C(C)C)cc(C(C)C)cc1C(C)C (configuration not stated)	23%
C=CCOC(=O)C1=C(C)NC(=O)NC1c1ccc(OCC)c(OC)c1 (configuration not stated)	2%
O=c1cc(-c2ccc(Br)cc2)nc(-c2ccc(Cl)cc2Cl)o1	6%
O=C(CCNc1n[nH]c(=O)[nH]c1=O)OCc1ccccc1	8%
COc1cc(NC(=O)Cc2ccc(Cl)cc2)c(OC)cc1Cl	12%
CCC1CCC(=O)C(C2(O)C(=O)Nc3ccccc32)C1 (configuration not stated)	5%
O=C1NN(c2ccccc2)C(=O)/C1=C/c1ccco1	4%
Cc1cc(OCC(=O)N2CCCCC2)ccc1Br	5%
c1cc2cn[nH]c2cc1NC1CCCCCC1	13%

(list continues)
SMILES	RNase H inhibition
CC(=O)OC1(C#CCl)CCCCC1	7%
O=C(COC(=O)c1cccc([N+](=O)[O-])c1)c1ccc(NC(=O)c2ccccc2)cc1	26%
CCCC(=O)Nc1cccc(-c2nc3cc(C)ccc3o2)c1	6%
COc1cc(/C=N\N2CCN(c3ccc(C)cc3)CC2)ccc1OCc1ccccc1	13%
CCOC(=O)C1CCN(C(=O)COc2ccc(C)cc2C)CC1	4%
O=[N+]([O-])c1ccc(C=Nc2ccc(F)cc2)s1	21%
NS(=O)(=O)c1cccc(NC(=O)c2cccc3c(Br)cccc23)c1	4%
CCOC(=O)c1c(NC(=O)/C=C/c2ccc(OC)c(S(=O)(=O)N3CCCCC3)c2)sc2c1CCCC2	24%
N#CCCSc1nccn1Cc1ccccc1	0%
O=C(NCC1c2ccccc2CCN1C(=O)c1ccccc1)c1ccccc1 (configuration not stated)	2%
C=CCc1cccc2cc(C(=O)Nc3cccc(C(=O)O)c3)c(=O)oc12	19%
CCn1cc(/C=C2\C(=O)NC(=O)N(c3ccccc3)C2=O)c2ccccc21	7%
CCN1C(=O)/C(=C/c2cc(Cl)c(OCCOc3ccccc3Cl)c(OC)c2)SC1=S	17%
CCCCOC(=O)C1=C(C)NC2=C(C(=O)CCC2)C1c1cccc(C(F)(F)F)c1 (configuration not stated)	16%
COC(=O)CN(c1ccc(C)c(Cl)c1)S(C)(=O)=O	7%
CCN1CCC(NCc2ccccc2C(F)(F)F)CC1	0%
O=C(C1=C(O)C(=O)N(c2nncs2)C1c1cccc([N+](=O)[O-])c1)c1cccs1 (configuration not stated)	0%
O=S(=O)(NCCc1ccccc1)c1ccc2ccccc2c1	8%
Cc1cc(OCC(=O)Nc2ccc(-c3nc4ccccc4o3)c(O)c2)ccc1Cl	3%
COc1ccc(CNC(=O)C2CCN(Cc3cccc4ccccc34)CC2)cc1	20%
O=C(Nc1c(F)c(F)c(F)c(F)c1F)C12CC3CC(CC(C3)C1)C2	8%
CCN1C(=O)/C(=C\c2ccc(-c3ccc([N+](=O)[O-])cc3Br)o2)SC1=S	20%
COc1ccc(NC(=O)C2=C(C)NC(=S)NC2c2ccc(N(C)C)cc2)cc1 (configuration not stated)	10%
O=C(NC1CCCCCC1)c1ccc(C(=O)NC2CCCCCC2)cc1	1%
COc1cc(-c2c(C#N)c(N)n3c(nc4ccccc43)c2C#N)ccc1O	5%

Additional records
SMILES	RNase H inhibition
CS(=O)(=O)N(CC(=O)N1CCOCC1)c1cccc(C(F)(F)F)c1	13%
CCCCCc1nc(N)c(C#N)c(-c2ccco2)c1CCCC	29%
Cc1ccc(/C=C2/SC(=S)N(CCCC(=O)Nc3cccc(O)c3)C2=O)cc1	15%
COc1ccc(C(=O)Nc2cc3nn(-c4ccc(C)cc4)nc3cc2C)cc1	5%
CCOC(=O)C1=C(C)N=c2s/c(=C\c3ccc(OC)cc3OC)c(=O)n2C1c1cc(OC)ccc1OC (configuration not stated)	1%
Cc1c(Cl)cccc1NC(=O)CCN(C)Cc1ccccc1	15%
Cc1cc2nc(-c3cc(NC(=O)c4ccco4)ccc3O)oc2cc1C	12%
O=C(c1ccc(NC(=O)c2cc(Br)cc(Br)c2O)c(Cl)c1)c1cccs1	18%
Cc1cc2nc(-c3cccc(NC(=O)c4ccccc4Cl)c3)oc2cc1C	11%
O=C(COc1ccc(Cl)cc1)Nc1cc([N+](=O)[O-])ccc1F	0%
COc1ccccc1OCCCOc1c(Cl)cccc1Cl	27%
O=C(/C=C/Nc1cccc(C(F)(F)F)c1)c1ccc(Br)cc1	19%
COc1ccc(/C=C2\C(=O)NN(c3ccccc3)C2=O)cc1O	10%
Cc1ccc(/C=N/NC(=O)C(O)c2ccccc2)c(C)c1 (configuration not stated)	0%
CCn1cc(C(=O)NN)c(=O)c2cc(F)c(NN)cc21	9%
CCCOc1ccc(N2C(=O)CC(N3CCN(Cc4ccc5c(c4)OCO5)CC3)C2=O)cc1 (configuration not stated)	1%
COC(=O)CN1C(=O)C(=Cc2cc(Br)c(O)c(OC)c2)SC1=S	25%
CCOC(=O)/C(=C/c1ccco1)NC(=O)c1ccccc1	7%
O=[N+]([O-])c1ccc(NCCOCCO)c(Cl)c1	11%
Cc1ccccc1Nc1nnc(-c2ccc(C(=O)NCCO)cc2)c2ccccc12	3%
Cc1ccc(/C=N/NC(=O)c2ccc(Cl)cc2O)cc1	15%
O=C(Nc1ccc(Cl)cc1)N1CCN(c2ccccc2Cl)CC1	0%
Cc1ccc(-n2c(-c3ccc(Br)cc3)n[nH]c2=S)c(C)c1	6%
CCCNC(=O)/C=C/c1ccc2c(c1)OCO2	0%
CC(C)OC(=O)Nc1ccc2c(c1)N(C(N)=O)c1ccccc1CC2	4%

(more compounds)
SMILES	RNase H inhibition
COc1ccc([N+](=O)[O-])cc1-c1ccc(/C=C2\C(=O)NC(=O)N(c3ccc(Cl)cc3)C2=O)o1	33%
O=C(Nc1ccccc1)Nc1nc(-c2ccc(Cl)cc2Cl)cs1	22%
COc1ccc(Cc2c(O)nc(SCC(C)C)[nH]c2=O)cc1	5%
C=CCn1c2ccccc2c2nnc(SCC(=O)Nc3c(C)n(C)n(-c4ccccc4)c3=O)nc21	10%
S=c1nc(-c2ccccc2)n(C2CCCCC2)c2c1CCCC2	4%
COc1cc(C)ccc1OCCCOc1ccccc1[N+](=O)[O-]	29%
CC(C)(C)OC(=O)N1CCCC1C(=O)Oc1ccc2c(c1)oc(=O)c1ccccc12 (configuration not stated)	20%
COc1ccc(C)cc1NC(=O)CN(c1ccc(Cl)cc1C)S(=O)(=O)c1ccc(C)cc1	12%
Cc1ccc(OCCCCCCN2CCCC2)cc1	10%
O=C1NN(c2ccccc2)C(=O)/C1=C/c1cc([N+](=O)[O-])ccc1OCc1ccccc1F	19%
COc1ccc(N2C(=O)NC(=O)/C(=C\c3ccc(OC)cc3C)C2=O)cc1	12%
C=CCc1cc(/C=C2\C(=O)NC(=S)N(c3ccc(OC)cc3)C2=O)cc(OCC)c1O	16%
Cc1ccc(C(C)C)c(OCC(=O)Nc2cc(-c3nc4ccccc4o3)ccc2C)c1	15%
CCc1ccc(/C=C2\SC(=O)NC2=O)cc1	4%
O=C(c1ccc(Br)cc1)N1CCN(C(c2ccccc2)c2ccccc2)CC1	17%
CN(C)c1cccc2c(C(NS(=O)(=O)c3ccc(Cl)cc3)C(Cl)(Cl)Cl)ccc(N(C)C)c12 (configuration not stated)	0%
COc1ccc(NC(=O)CCc2ccc(C)o2)cc1	7%
CCOCCOC(=O)C1=C(C)NC2=C(C(=O)CC(c3ccc(Cl)cc3)C2)C1c1cc2c(cc1Br)OCO2 (configuration not stated)	6%
CCOC(=O)N1CCN(c2ccc(C(=O)CC)cc2F)CC1	0%
CCc1cc(C)cc(OCCOc2ccccc2/C=C2/SC(=S)N(C)C2=O)c1	7%
Nn1cnnc1N/N=C/c1cc(Cl)ccc1O	3%
O=S(=O)(Nc1cccc(Cl)c1Cl)c1ccc2ccccc2c1	24%
COc1ccc(CN2CCc3cc(OC)c(OC)cc3C2c2cccc(Cl)c2)cc1Br (configuration not stated)	23%
CN1CCN(CCCOc2cc(Cl)ccc2Cl)CC1	9%
O=C(/C=C/c1cccc(C(F)(F)F)c1)Nc1cccc(C(F)(F)F)c1	11%

The results go on:
SMILES	RNase H inhibition
O=c1c2cc3c(=O)n(-c4nc5ccccc5s4)c(=O)c3cc2c(=O)n1-c1nc2ccccc2s1	7%
COc1c(Br)cc(Br)cc1/C=c1\sc2nc3cc(Br)cnc3n2c1=O	5%
N#CC1=C(N)OC2=C(C(=O)CC(c3ccccc3)C2)C1c1ccc(Cl)c(Cl)c1 (configuration not stated)	3%
COc1ccc(/C=C(/NC(=O)c2ccc(Br)cc2)C(=O)O)cc1	8%
Cc1ccc(-c2c(C#N)c(SCC(=O)c3ccc(O)c(O)c3)nc3c2CCCC3)o1	6.5µM*
N=C1S/C(=C\c2ccc(-c3cccc([N+](=O)[O-])c3)o2)C(=O)N1c1ccc2c(c1)OCO2	14%
N#C/C(=C\Nc1ccccc1)c1nc(-c2cc3c(ccc4ccccc43)oc2=O)cs1	18%
O=C(Nc1nc(-c2ccc(F)cc2)cs1)c1ccc(S(=O)(=O)N2CCOCC2)cc1	0%
CC(=O)NC1C(OC2CCCCC2)OC(COC(C)=O)C(OC(C)=O)C1OC(C)=O (configuration not stated)	8%
COc1cccc(/C=c2\sc3nnc(-c4ccc(C)cc4)n3c2=O)c1	6%
CCOc1ccc(N2CN=c3s/c(=C/c4cccs4)c(=O)n3C2)cc1	9%
CC(C)c1ccc(NC(=O)C(=O)NCCCO)cc1	0%
CC1=C(C(=O)OCCOC(C)C)C(c2cccc(F)c2)C2=C(CCCC2=O)N1 (configuration not stated)	2%
CCOc1ccc(/C=N/N2C(=O)C3C(C2=O)C2C=CC3C23CC3)cc1OC (configuration not stated)	10%
CN1C(=O)NC(=O)/C(=C/c2ccc(N(C)C)c(Br)c2)C1=O	9%
C/C(N)=N/c1sc2c(c1C#N)CCCC2	7%
CC(=O)Nc1ccc(/C=C(/C#N)C(=O)NCc2ccco2)cc1	9%
c1ccc2[nH]c(-c3ccncc3)nc2c1	11%
COc1ccccc1NC(=O)c1cc(Br)ccc1OC	10%
Cc1ccnc(NS(=O)(=O)c2cc(C(C)(C)C)cc(C(C)(C)C)c2)c1	8%
Cc1ccc(NC(NC(=O)c2cccs2)C(Cl)(Cl)Cl)cc1 (configuration not stated)	2%
Cc1ccc(S(=O)(=O)NCCNc2c(Cl)cccc2[N+](=O)[O-])cc1	0%
CCC(C)(C)c1ccc(OCCCCNC(=O)c2cc(Oc3ccc([N+](=O)[O-])cc3)c3ccccc3c2O)c(C(C)(C)CC)c1	15%
Cc1cc(/C=C2\C(=O)NC(=O)N(c3ccccc3F)C2=O)c(C)n1-c1cccc(F)c1	33%
Clc1ccc(Cc2nnn(-c3ccccc3)n2)cc1	6%
COc1cccc(COc2ccc3c(C)cc(=O)oc3c2)c1	0%
O=C(O)c1ccc(SC(C(=O)O)c2ccccc2)cc1 (configuration not stated)	9%
CS(=O)(=O)N(Cc1ccc(Cl)cc1)c1ccc(C(=O)Nc2ccc(I)cc2)cc1	11%
